Screening results as filed in PubChem BioAssay.
PrPC surface inh: inhibitors of human cell surface prion protein PrPC. inhibition, % at 13.8 µM. P04156. actives 0.43% (n = 370,000). TR-FRET read-out; in the data active means inhibition above about 24%; further: 0% = median of the test wells and 100% = reference compound wells
CCHF vOTU inh: CCHFV vOTU protease inhibition. Pep-AMC fluorescence. inhibition, % at 11.5 µM. actives 0.55% (n = 370,000); in the data active means inhibition above about 30%; further: 0% = vehicle wells with enzyme and 100% = no enzyme wells
Mtb BioA inh: BioA (M. tuberculosis) enzyme inhibition | purified M. tuberculosis BioA enzyme, plate reader | inhibition, % at 9.99 µM | AID 602481 | actives 0.096% (n = 360,000); in the data active means inhibition above about 40%
* hit, by the source's call; & = joins results of further samples. The list is partial; rates above refer to the full screens.

Molecule: COC(=O)C[C@@H]1CC[C@H]2[C@H](COc3ccc(NC(=O)Nc4ccc(C#N)cc4)cc3C(=O)N2C)O1
  PrPC surface inh = 5; CCHF vOTU inh = -7; Mtb BioA inh = -6.7

Molecule: CCC(=O)Nc1ccc2c(c1)C(=O)N(C)[C@@H]1CC[C@@H](CC(=O)NCCc3ccccc3)O[C@H]1CO2
  PrPC surface inh = -3; CCHF vOTU inh = -6; Mtb BioA inh = -1.8

Molecule: COC(=O)C[C@@H]1CC[C@H]2[C@H](COc3ccc(NC(=O)Nc4ccc(Cl)cc4)cc3C(=O)N2C)O1
  PrPC surface inh = 8; CCHF vOTU inh = 9; Mtb BioA inh = 0.1

Molecule: CCCNC(=O)C[C@@H]1CC[C@@H]2[C@H](COC[C@H](O)CN2C(=O)c2cc(Cl)cc(Cl)c2)O1
  PrPC surface inh = -6; CCHF vOTU inh = 7; Mtb BioA inh = 8.2

Molecule: C[C@@H]1CN([C@H](C)CO)C(=O)CCCn2cc(nn2)CO[C@H]1CN(C)S(=O)(=O)c1ccc(Cl)cc1
  PrPC surface inh = -10; CCHF vOTU inh = -6; Mtb BioA inh = -1.6

Molecule: COC(=O)C[C@@H]1CC[C@H]2[C@@H](COc3ccc(NC(=O)Nc4cccc(F)c4)cc3C(=O)N2C)O1
  PrPC surface inh = -4; CCHF vOTU inh = -5; Mtb BioA inh = -2.7

Molecule: C[C@@H]1CN([C@@H](C)CO)C(=O)CCCn2cc(nn2)CO[C@H]1CN(C)C(=O)Nc1ccc(C(F)(F)F)cc1
  PrPC surface inh = 0; CCHF vOTU inh = -9; Mtb BioA inh = 0.0&-2.3

Molecule: COC(=O)C[C@H]1CC[C@@H]2[C@@H](COc3ccc(NC(=O)c4ccccc4)cc3C(=O)N2C)O1
  PrPC surface inh = 0; CCHF vOTU inh = 1; Mtb BioA inh = 0.6

Molecule: COC(=O)C[C@H]1CC[C@@H]2[C@H](COc3ccc(NS(C)(=O)=O)cc3C(=O)N2C)O1
  PrPC surface inh = -8; CCHF vOTU inh = 0; Mtb BioA inh = 9.1

Molecule: CN1c2ccc(Br)cc2[C@@H]2NCC[C@@H]2[C@@H]1CO
  PrPC surface inh = -14; CCHF vOTU inh = -11; Mtb BioA inh = -1.1&-3.0

Molecule: COC(=O)C[C@@H]1CC[C@@H](NS(=O)(=O)c2ccc(OC)cc2)[C@@H](CO)O1
  PrPC surface inh = -3; CCHF vOTU inh = -5; Mtb BioA inh = -0.6

Molecule: O=C(Nc1ccc(F)cc1)N[C@H]1CC[C@H](CCNS(=O)(=O)c2cccc(Cl)c2)O[C@@H]1CO
  PrPC surface inh = 4; CCHF vOTU inh = -7; Mtb BioA inh = 6.6

Molecule: CC(=O)N[C@@H]1C=C[C@@H](CC(=O)NCc2ccc(Cl)cc2)O[C@@H]1CO
  PrPC surface inh = -4; CCHF vOTU inh = -6; Mtb BioA inh = -2.2

Molecule: C[C@H](CO)N1C[C@H](C)[C@@H](CN(C)C(=O)Nc2ccc(F)cc2)OCc2cn(nn2)CCCC1=O
  PrPC surface inh = -2; CCHF vOTU inh = -4; Mtb BioA inh = 3.1&-2.4

Molecule: COc1ccc(NC(=O)N(C)C[C@@H]2OCCCC[C@@H](C)Oc3ccc(NC(=O)NC4CCCCC4)cc3C(=O)N([C@H](C)CO)C[C@@H]2C)cc1
  PrPC surface inh = 5; CCHF vOTU inh = 1; Mtb BioA inh = -2.7

Gathered by group, the entries above containing a Cl atom (5)
Molecule: COC(=O)C[C@@H]1CC[C@H]2[C@H](COc3ccc(NC(=O)Nc4ccc(Cl)cc4)cc3C(=O)N2C)O1
  PrPC surface inh = 8; CCHF vOTU inh = 9; Mtb BioA inh = 0.1

Molecule: CCCNC(=O)C[C@@H]1CC[C@@H]2[C@H](COC[C@H](O)CN2C(=O)c2cc(Cl)cc(Cl)c2)O1
  PrPC surface inh = -6; CCHF vOTU inh = 7; Mtb BioA inh = 8.2

Molecule: C[C@@H]1CN([C@H](C)CO)C(=O)CCCn2cc(nn2)CO[C@H]1CN(C)S(=O)(=O)c1ccc(Cl)cc1
  PrPC surface inh = -10; CCHF vOTU inh = -6; Mtb BioA inh = -1.6

Molecule: O=C(Nc1ccc(F)cc1)N[C@H]1CC[C@H](CCNS(=O)(=O)c2cccc(Cl)c2)O[C@@H]1CO
  PrPC surface inh = 4; CCHF vOTU inh = -7; Mtb BioA inh = 6.6

Molecule: CC(=O)N[C@@H]1C=C[C@@H](CC(=O)NCc2ccc(Cl)cc2)O[C@@H]1CO
  PrPC surface inh = -4; CCHF vOTU inh = -6; Mtb BioA inh = -2.2

2 entries drawn at random from those above, as already listed:
Molecule: COC(=O)C[C@@H]1CC[C@H]2[C@@H](COc3ccc(NC(=O)Nc4cccc(F)c4)cc3C(=O)N2C)O1
  PrPC surface inh = -4; CCHF vOTU inh = -5; Mtb BioA inh = -2.7

Molecule: CC(=O)N[C@@H]1C=C[C@@H](CC(=O)NCc2ccc(Cl)cc2)O[C@@H]1CO
  PrPC surface inh = -4; CCHF vOTU inh = -6; Mtb BioA inh = -2.2

The list goes on:
Molecule: O=C(CC1CC1)N[C@@H]1CC[C@@H](CCNS(=O)(=O)c2ccc(F)cc2)O[C@@H]1CO
  PrPC surface inh = 3; CCHF vOTU inh = -10; Mtb BioA inh = 1.8

Molecule: O=C(NCC[C@H]1CC[C@@H](NC(=O)C2CCOCC2)[C@@H](CO)O1)Nc1ccc(Cl)cc1
  PrPC surface inh = -5; CCHF vOTU inh = -8; Mtb BioA inh = -4.2

Molecule: CO[C@@H]1CN(C)C(=O)c2ccc(NC(=O)C3CCCC3)cc2OC[C@@H](C)N(Cc2ccc(F)cc2)C[C@H]1C
  PrPC surface inh = -6; CCHF vOTU inh = 7; Mtb BioA inh = -3.0

Molecule: Cc1ccc(OC(=O)N(C)C[C@H]2OCc3cnnn3CCCC(=O)N([C@@H](C)CO)C[C@@H]2C)cc1
  PrPC surface inh = -1; CCHF vOTU inh = 7; Mtb BioA inh = 1.8

Molecule: CCCNC(=O)C[C@H]1CC[C@H]2[C@@H](COc3ccc(NC(=O)Nc4ccc(C#N)cc4)cc3C(=O)N2C)O1
  PrPC surface inh = 3; CCHF vOTU inh = -8; Mtb BioA inh = 0.8

Molecule: COCc1cn(CC[C@@H]2CC[C@@H](NC(=O)Nc3ccc4c(c3)OCO4)[C@@H](CO)O2)nn1
  PrPC surface inh = 2; CCHF vOTU inh = 1; Mtb BioA inh = -2.8

Molecule: COC(=O)C[C@H]1CC[C@@H]2[C@H](COc3ccc(NC(=O)c4cnccn4)cc3C(=O)N2C)O1
  PrPC surface inh = 1; CCHF vOTU inh = -1; Mtb BioA inh = 25

Molecule: CO[C@H]1CN(C)C(=O)c2cc(NC(=O)c3ccccc3)ccc2OC[C@H](C)NC[C@@H]1C
  PrPC surface inh = -3; CCHF vOTU inh = -2; Mtb BioA inh = -1.1

Molecule: C[C@H](NC(=O)C[C@@H]1C=C[C@@H](NC(=O)CN2CCOCC2)[C@@H](CO)O1)c1ccccc1
  PrPC surface inh = -5; CCHF vOTU inh = 4; Mtb BioA inh = 3.0

Molecule: CCNC(=O)Nc1ccc2c(c1)C(=O)N(C)[C@H]1CC[C@@H](CC(=O)NCCN3CCCC3)O[C@@H]1CO2
  PrPC surface inh = -8; CCHF vOTU inh = -5; Mtb BioA inh = 5.9

Molecule: O=C(C[C@H]1C=C[C@@H](NC(=O)Cc2cccnc2)[C@@H](CO)O1)NCc1ccc2c(c1)OCO2
  PrPC surface inh = 5; CCHF vOTU inh = -7; Mtb BioA inh = 1.5

Rewritten bar-delimited: part of the list above.
mol | PrPC surface inh | CCHF vOTU inh | Mtb BioA inh
COC(=O)C[C@@H]1CC[C@H]2[C@@H](COc3ccc(NC(=O)Nc4cccc(F)c4)cc3C(=O)N2C)O1 | -4 | -5 | -2.7
C[C@@H]1CN([C@@H](C)CO)C(=O)CCCn2cc(nn2)CO[C@H]1CN(C)C(=O)Nc1ccc(C(F)(F)F)cc1 | 0 | -9 | 0.0&-2.3
